Bioassay records: PubChem, NCI
NCI-60 one-dose screen, 48 h, at 10 µM unless noted. Numbers give growth in % (100 = growth as untreated, 0 = no growth, -100 = all killed).
MDA-MB-468: MDA-MB-468 breast cancer; 8.5% of 78,000 active; AID 2202374
MDA-MB-231: MDA-MB-231 breast cancer; 5% of 81,000 active
MCF7: MCF7 breast cancer; AID 1794796; 6.3% of 82,000 active
LOX IMVI: LOX IMVI melanoma | 7.4% of 79,000 active
BT-549: BT-549 breast cancer | AID 1794793 | 4.4% of 78,000 active
T-47D: T-47D breast cancer | AID 1794792 | 5% of 79,000 active
HS 578T: HS 578T breast cancer. 4.1% of 78,000 active. AID 1794788
MALME-3M: MALME-3M melanoma. 5.8% of 78,000 active. AID 1794766
* hit, by the source's call; nt = no result given. How the source made its calls: active means growth percent below 10; inactive means the rest.

SMILES	MDA-MB-468	MDA-MB-231	MCF7	LOX IMVI	BT-549	T-47D	HS 578T	MALME-3M
O=C(Nc1nc2ccc(Br)cc2s1)c1ccccc1	28.0	113.4	32.9	89.6	94.1	59.7	101.6	107.4
CCCC1(CO)NC(=O)NC1=O (stereo unspecified)	95.1	98.3	97.0	95.9	nt	92.9	99.0	96.9
Cc1cc(Nc2cccc(Cl)c2)nc(N)n1	94.5	93.7	96.0	100.7	100.6	101.5	108.5	104.9
COc1cccc(NC(=O)NCCNc2nccc(-c3c(-c4ccc(F)cc4)nc4sccn34)n2)c1	94.3	79.4	32.0	72.6	nt	71.8	109.9	140.0
CCn1ncc2c(=O)c(C(=O)c3ccccc3)c[nH]c21	103.2	108.6	105.6	101.5	101.0	99.5	114.9	102.3
CCOC(=O)c1cnc2c(-c3ccc(Cl)c(Cl)c3)cnn2c1	85.4	81.5	82.8	79.0	26.5	86.2	82.6	75.7
CC1(C)[C@@H](OC(=O)c2cccnc2)CC[C@]2(C)[C@H]3C(=O)C=C4[C@@H]5C[C@@](C)(C(=O)O)CC[C@]5(C)CC[C@@]4(C)[C@]3(C)CC[C@@H]12	110.4	101.2	87.6	100.3	103.7	92.9	112.9	105.4
CCOC(=O)c1ccc(N=NC2C(=O)N(c3ccccc3)N=C2C)cc1 (stereo unspecified)	98.8	99.6	78.9	84.7	93.1	77.7	113.4	88.9
CCc1nnc(CC)n1N	104.3	98.4	99.7	96.9	112.6	94.1	108.7	92.7
OCCSc1ncnc2nc[nH]c12	nt	113.2	103.0	105.6	112.3	102.5	123.5	138.8
CC1=C(c2ccccc2)C(O)(c2ccccc2)C(C)C1=O (stereo unspecified)	48.7	80.4	79.1	82.6	75.3	82.9	95.1	81.0
Cc1ccc(-c2[nH][nH]c(=O)c2-c2nc3ccccc3s2)cc1	98.1	99.1	97.1	95.7	122.6	102.8	97.3	96.5
COc1ccc(CNc2ccc(NC(=O)c3cc(OC)cc(OC)c3)cn2)cc1	107.4	102.4	83.6	nt	95.3	nt	106.7	95.6
CCC(C)OC(=O)c1ccccc1C(=O)O (stereo unspecified)	99.4	97.8	96.3	102.0	96.1	84.0	89.4	107.5
COc1cc(-c2csc(NC(=O)Nc3ccc(Cl)cc3Cl)n2)cc(OC)c1OC	17.7	54.7	11.8	28.9	38.3	26.6	34.5	45.0
Cn1c2c(Cl)c(Cl)ccc2c2ccn3c(=O)c4ccccc4nc3c21	nt	99.5	96.2	104.1	86.4	85.0	103.4	101.6
CCOC(=O)CCCC[C@H](O)[C@H]1CC(OC)(OC)[C@@H](OC)O[C@@H]1COC(=O)/C=C/c1cn(C)cn1	89.4	103.1	98.4	96.5	108.6	92.9	104.4	94.4
CC1=CC2C3C(CC(=O)C24C(=O)NC(CC(C)C)C4C1C)C1OC3(C)CCC1O (stereo unspecified)	90.8	103.6	94.3	95.2	84.8	98.0	88.5	94.1
OCc1cc(Br)ccc1O	112.7	103.1	98.1	99.5	77.5	178.6	nt	107.8
O=C(c1ccc(N2CCOCC2)cc1[N+](=O)[O-])N1CCOCC1	nt	134.0	126.8	98.3	104.4	102.1	33.0	103.2
COC(=O)CSc1ccccc1	92.2	100.2	97.0	98.1	102.3	103.3	99.3	nt
O=C(N=C1C(=O)C2(CCCCC2)C2(N=C(c3ccccc3)OC2=O)C12CCCCC2)c1ccccc1 (stereo unspecified)	nt	74.4	51.3	71.5	86.9	35.7	95.9	77.6
COc1ccc(-c2cc(C(=O)N=Nc3c(O)n(C)c4ccccc34)no2)cc1	120.1	96.8	89.1	103.1	108.0	93.0	99.8	104.9
CN(C)c1ccc(/C(=N\N)c2ccccc2)cc1	104.0	98.6	86.5	95.2	102.7	100.0	87.9	87.8
CC(=O)c1ccc(-n2c(=O)c3ccccc3c3ccccc3c2=O)cc1	74.2	102.7	57.4	102.0	105.6	86.7	nt	105.0

Next section, starting with the last 5 of the part before.
SMILES	MDA-MB-468	MDA-MB-231	MCF7	LOX IMVI	BT-549	T-47D	HS 578T	MALME-3M
COC(=O)CSc1ccccc1	92.2	100.2	97.0	98.1	102.3	103.3	99.3	nt
O=C(N=C1C(=O)C2(CCCCC2)C2(N=C(c3ccccc3)OC2=O)C12CCCCC2)c1ccccc1 (stereo unspecified)	nt	74.4	51.3	71.5	86.9	35.7	95.9	77.6
COc1ccc(-c2cc(C(=O)N=Nc3c(O)n(C)c4ccccc34)no2)cc1	120.1	96.8	89.1	103.1	108.0	93.0	99.8	104.9
CN(C)c1ccc(/C(=N\N)c2ccccc2)cc1	104.0	98.6	86.5	95.2	102.7	100.0	87.9	87.8
CC(=O)c1ccc(-n2c(=O)c3ccccc3c3ccccc3c2=O)cc1	74.2	102.7	57.4	102.0	105.6	86.7	nt	105.0
Cc1ccc(C(=O)NCC(=O)O)cc1	97.8	108.3	95.7	99.3	109.0	104.2	nt	104.6
COc1ccc(/C=C2\Oc3cc(OCCCN4CCCC4)ccc3C2=O)cc1	74.1	93.8	69.8	13.3	95.5	94.0	89.3	107.8
CCCCCC1CC(=O)NC1(C(=O)OCC)C(=O)OCC (stereo unspecified)	97.0	105.3	89.2	106.8	110.6	110.3	101.8	112.5
CCOC(=O)C1=CSC2=NC3=C(CCCC/C3=C\c3ccccc3)C(c3ccccc3)N12 (stereo unspecified)	105.9	100.0	83.9	88.4	126.8	96.4	99.0	82.6
COc1cc(-c2c[nH]cc2-c2ccccc2)c(OC)c2c1OCO2	97.3	88.3	102.3	94.4	106.2	84.6	85.7	83.8
Nn1c(-c2ccc(Cl)cc2)nc2c(-c3ccc(Cl)cc3)nc3ccc(Cl)cc3c2c1=O	nt	36.6	21.7	20.2	45.1	9.6*	-14.1*	10.1
CN(C)c1ccc(O)c2c1C[C@H]1C[C@H]3[C@H](N(C)C)C(=O)C(C(N)=O)=C(O)[C@@]3(O)C(=O)C1=C2O	58.1	85.7	74.0	36.4	61.3	73.0	60.3	59.7
O=C(Nc1ccc(Cl)cc1)Sc1nnc2c(n1)[nH]c1ccccc12	99.7	104.8	98.7	96.0	114.5	69.2	83.6	121.2
CC(C)COC(=O)N1CCCC1	116.2	122.7	98.3	101.3	nt	106.2	nt	104.6
C=CCn1c(SCC(=O)Nc2ccc(C(C)=O)cc2)nnc1-c1cc(-c2ccc(S(C)(=O)=O)cc2)nc2ccccc12	95.7	83.4	91.0	91.7	98.8	87.1	95.2	100.1
CC(=O)c1ccc(NC(=O)Cn2c(=S)n(-c3ccccc3)c(=O)c3ccccc32)cc1	104.9	90.7	96.9	98.5	91.3	87.4	95.3	104.0
Cn1c2ccccc2c2nn(Cc3ccccc3)c(=O)nc21	106.2	103.2	95.1	101.9	110.3	nt	105.7	nt
COC(=O)c1ccccc1NC(=S)Nc1ccc(S(=O)(=O)Nc2ccc(Cl)nn2)cc1	102.5	92.0	97.0	114.8	104.9	91.7	106.7	104.8
N#CCCN(CCC#N)/N=N\c1nc[nH]c1C(N)=O	nt	96.9	89.6	84.9	nt	103.5	110.0	89.9
N#Cc1cccc(C(F)(F)F)c1	99.2	100.4	97.0	105.1	110.7	103.5	132.5	116.9
O=C1N=C(N2CCCCC2)S/C1=C\c1cn(-c2ccccc2)nc1-c1ccccc1	107.9	101.3	97.5	99.8	99.1	106.1	119.9	nt
CCOC(=O)c1sc2nc[nH]c(=O)c2c1C	83.1	96.7	100.7	98.3	85.2	86.8	85.3	97.5
COc1ccc2nc3sc(C(=O)Nc4ccc(C(=O)/C=C/c5ccc(OC)c(OC)c5)cc4)cc3cc2c1	nt	98.1	103.4	98.8	102.6	101.9	96.6	93.1
CCc1cccc2c1S/C(=C/c1ccc(OC)cc1)C2=O	27.3	46.5	22.3	40.3	55.5	53.9	41.5	51.7
OC1CCCCC1O (stereo unspecified)	104.9	120.5	106.3	94.8	111.0	108.9	110.0	100.4
C/C(=C\CCc1ccsc1)CC/C=C(\C)CCCN1CCSCC1	50.1	85.9	90.9	nt	97.1	70.1	93.2	98.4
C=CCc1cc(OC)c(O)c(C(=O)OCC)c1	95.1	85.0	101.7	96.2	96.9	112.7	114.4	106.9
COc1cccc(CCC2CCCN(c3cc(C)nc(N)n3)C2)c1 (stereo unspecified)	26.1	22.7	17.8	17.0	39.1	45.9	56.8	55.2
CCOC(=O)c1cnnn1-c1cc(=O)[nH]c2ccc(C)cc12	102.1	97.3	91.4	91.2	101.1	102.9	91.7	83.7
CCN(CC)c1ccc2cc(C(Nc3ccc(Br)c(C(F)(F)F)c3)c3nnnn3C(C)(C)C)c(=O)oc2c1 (stereo unspecified)	118.4	86.9	73.8	98.0	97.3	64.2	79.6	88.0

2 compounds drawn at random from the list so far, as already listed:
SMILES	MDA-MB-468	MDA-MB-231	MCF7	LOX IMVI	BT-549	T-47D	HS 578T	MALME-3M
CC1=CC2C3C(CC(=O)C24C(=O)NC(CC(C)C)C4C1C)C1OC3(C)CCC1O (stereo unspecified)	90.8	103.6	94.3	95.2	84.8	98.0	88.5	94.1
COc1ccc2nc3sc(C(=O)Nc4ccc(C(=O)/C=C/c5ccc(OC)c(OC)c5)cc4)cc3cc2c1	nt	98.1	103.4	98.8	102.6	101.9	96.6	93.1

(further entries)
SMILES	MDA-MB-468	MDA-MB-231	MCF7	LOX IMVI	BT-549	T-47D	HS 578T	MALME-3M
c1ccc(C2NCCNC2c2ccccc2)cc1 (stereo unspecified)	110.6	98.4	102.9	99.1	103.3	103.7	104.3	110.7
CC(=O)C(C)(CCC#N)CCC#N	114.3	94.9	99.7	98.7	nt	nt	86.0	96.3
Cc1cccc[n+]1CC(=O)O	106.3	105.0	96.9	92.8	100.1	79.7	102.6	107.9
O=C(O)c1ccc(N=Cc2c(O)n(CC(=O)c3ccc(Cl)cc3)c3ccccc23)cc1	108.2	94.5	92.5	103.5	111.8	99.1	99.3	97.1
CC(=O)Nc1ccc(C(=O)Nc2cc(-c3ccccc3)ccc2N)cc1	109.8	92.5	55.6	71.3	101.9	66.0	92.0	80.6
CCOC(=O)C1=C(C)NC(C)=C(C(=O)OCC)C1c1ccc(OC)c(OC)c1	95.6	94.7	85.6	94.3	93.6	89.7	98.6	97.9
COc1cc(-c2ccc(NC(=O)NC3CC3)c(OC)c2)ccc1NC(=O)NC1CC1	88.8	71.1	72.4	36.8	89.5	82.8	81.5	102.3
Clc1ccc(C2NN3C(=NC4=C2Cc2ccccc2C4)C(c2nc4ccccc4s2)=Cc2cc(Br)ccc23)c(Cl)c1 (stereo unspecified)	28.0	57.7	23.4	59.2	88.0	25.1	76.9	71.3
O=C(NC1CCCCC1)N(c1ccccc1)c1nnc(-c2cccc([N+](=O)[O-])c2)s1	82.0	76.5	48.9	89.2	102.3	67.7	89.0	112.9
CC(=O)c1cc(C(=O)c2ccccc2)n2ccc(C)cc12	68.2	92.5	72.2	110.5	94.3	84.0	85.4	115.2
c1ccc2c(c1)nc(-n1ccnc1)c1nc3ccccc3n12	76.0	72.3	62.5	71.0	45.5	nt	70.3	92.9
COc1cccc(NC(=O)Nc2ccc(Nc3ncnc4sc5c(c34)CCNC5)cc2)c1	94.2	76.3	86.9	81.5	99.1	77.1	nt	102.5
Oc1cc(OCc2ccccc2)ccc1-c1[nH]ncc1Oc1ccccc1	108.5	102.9	98.2	96.1	105.6	91.0	99.8	109.4
Cc1cc(C)n(C(=O)c2sc(=S)n(-c3ccccc3)c2NCC#N)n1	99.3	81.6	90.1	93.3	101.3	90.0	102.7	71.5
COc1ccc(C(O)CN2CCCCC2)c2c1CCCC2 (stereo unspecified)	102.0	69.6	100.0	88.8	114.6	101.3	93.9	96.3
Cc1cccc2cc(-c3cc(-c4ccccc4)nc(N)n3)c(Cl)nc12	68.6	nt	61.5	76.4	57.5	58.7	72.8	103.0
Brc1cccc(-n2ncc3c(Nc4ccc(OCc5ccccc5)cc4)ncnc32)c1	96.7	96.4	97.6	95.8	99.6	nt	102.2	100.7
Cc1ccc(NC2=CC(=O)C(=O)c3ccccc32)cc1	-12.4*	49.0	-57.4*	0.5*	-41.1*	21.1	16.3	-76.5*
CC(=O)N(C)c1cccc2ccccc12	112.4	108.1	99.8	95.2	97.8	111.2	114.6	108.6
CCc1nnc(NC(=O)c2cc(-c3cccc(C(F)(F)F)c3)oc2C)s1	101.3	93.3	88.5	nt	100.9	85.8	101.8	98.6
COc1ccc(CNC(=O)c2c(C)n([O-])c3ccc(OC)cc3[n+]2=O)cc1	nt	111.0	100.7	100.7	83.5	114.8	107.9	98.6
O=C(CNc1nc(-c2cccc([N+](=O)[O-])c2)cs1)Nc1ccccc1	112.1	103.9	96.3	107.4	105.1	110.8	112.4	106.8
CN1CCN(Cc2ccc(NC(=O)c3nc4ccc5[nH]ncc5c4c4c3CCC4)cc2C(F)(F)F)CC1	-59.2*	-84.3*	-29.7*	-86.8*	91.6	-26.4*	85.9	-55.0*
CCN1C(=O)N(c2ccccc2)C2NC(=S)N(/N=C/C=C/c3ccccc3OC)C21 (stereo unspecified)	2.3*	16.7	7.6*	15.4	20.4	42.3	20.2	40.9
COc1ccc(-c2cs/c(=N\N=C\c3ccc(F)cc3)n2C)cc1	51.1	87.9	78.2	78.9	86.3	53.8	99.0	93.7
CCc1nnc(NC(=O)c2cc(-c3cc(Cl)ccc3Cl)oc2C)s1	62.1	60.5	69.7	68.4	68.2	69.1	41.9	78.5
